HT1080NT lethal: qHTS for induction of synthetic lethality in tumor cells producing 2HG: qHTS for the HT-1080-NT fibrosarcoma cell line; HT-1080-NT fibrosarcoma viability, CellTiter-Glo ATP luminescence, 48 h; Potency, µM (top dose mostly 46.1 µM), inactives show at the highest dose activity, negative = less viability, usual class: cytotoxic; hit rate 1.6% among 360,000;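 note: NT is the 2HG producing partner of a matched IDH1 knockdown line; potency is the fitted concentration of half-maximal effect; 0% = DMSO-treated cells and -100% = media-only wells without cells; nearly all actives have a fitted effect of over 55% in size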
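Viability by CellTiter-Glo luminescence after 48 h compound exposure at 37C of HT-1080-NT cells (750/well, RPMI, 5% FBS). % activity scaled between DMSO wells and medium-only wells, then curve-fitted and categorized by curve class.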
KB-3-1 cytotox: qHTS assay for MDR1-selective chemotherapeutics: Primary screen using the parental adenocarcinoma cell KB-3-1; KB-3-1 viability, CellTiter-Glo ATP luminescence, 72 h; Potency, µM (top dose mostly 46.1 µM), inactives show at the highest dose activity change, negative = cytotoxic, hits mostly cytotoxic; hit rate 1.4% among 400,000; note: potency is the fitted concentration of half-maximal effect; % is set by controls: 0 for no effect and ±100 for the full control effect; nearly all actives have a fitted effect of over 60% in size
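KB-3-1 cells, DMEM (no phenol red) + 10% FBS; compound by pin transfer, 72 h, 37 °C. Readout: CellTiter-Glo luminescence after 10 min. Data normalized, curve-fitted.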
MCF10A rereplic: A quantitative high throughput screen for small molecules that induce DNA re-replication in MCF 10a normal breast cells; MCF 10A DNA re-replication, Hoechst nuclear intensity, 48 h; Potency, µM (doses to about 46.1 µM), for the others: at the highest dose activity, positive = re-replication, most hits filed as activators; hit rate 2.9% among 350,000; AID 624296, 2012; note: potency is the fitted concentration of half-maximal effect; % of control where 0% means no effect; nearly all actives have a fitted effect of over 50% in size
HT1080 IDH1KD tx: qHTS for induction of synthetic lethality in tumor cells producing 2HG: qHTS for the HT-1080-IDH1KD cell line | HT-1080 IDH1 knockdown viability, ATP luminescence, 48 h | Potency, µM (titrated, usually from 46.1 µM), without a hit: at the top dose activity, negative = toxicity, most hits filed as cytotoxic | hit rate 2% among 360,000 | AID 686971, 2013;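 note: potency is the fitted concentration of half-maximal effect; 0% = DMSO wells and -100% = cell-free medium wells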
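After a 2 h attachment period, IDH1KD HT-1080 cells took pin-transferred compound for 48 h at 37 °C; ATP-based luminescence after 10 min room-temperature reagent incubation reported viability.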
DRD3 agonist: qHTS of D3 Dopamine Receptor Agonist: qHTS | D(3) dopamine receptor (Homo sapiens), P35462 | hit rate 0.58% among 410,000 | max activation, % | D3R DiscoveRx beta-arrestin cells, luminescence, 90 min; in the data active = max activation above about 30%; note: 0% is about no effect; mostly tested at two doses, the higher about 12 µM
Target sequence (P35462 whole entry, looked up): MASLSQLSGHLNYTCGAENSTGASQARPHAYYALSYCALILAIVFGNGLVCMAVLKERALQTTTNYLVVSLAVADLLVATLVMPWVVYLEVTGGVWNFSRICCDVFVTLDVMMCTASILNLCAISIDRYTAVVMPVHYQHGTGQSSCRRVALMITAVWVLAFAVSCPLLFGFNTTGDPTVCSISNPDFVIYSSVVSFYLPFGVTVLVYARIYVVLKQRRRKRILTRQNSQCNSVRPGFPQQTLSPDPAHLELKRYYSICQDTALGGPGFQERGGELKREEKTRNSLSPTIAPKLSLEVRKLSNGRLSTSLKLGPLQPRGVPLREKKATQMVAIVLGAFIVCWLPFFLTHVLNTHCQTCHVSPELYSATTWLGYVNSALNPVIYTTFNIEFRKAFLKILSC
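Cells at 1500/well, incubated overnight, then treated with pinned compounds (dopamine as control) for 90 min at 37 degrees C. DiscoveRx reagent added for 30 - 60 minutes at room temperature; luminescence read.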
SW480 rerep: A quantitative high throughput screen for small molecules that induce DNA re-replication in SW480 colon adenocarcinoma cells. SW480 DNA re-replication, Hoechst DNA content imaging, 48 h. Potency, µM (series often up to 46.1 µM), for the others: at the highest dose re-replication activation, usual class: activators. hit rate 1.8% among 340,000; note: potency is the fitted concentration of half-maximal effect; % of control where 0% means no effect; nearly all actives have a fitted effect of over 55% in size
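250 cells/well; 23 nL cpd via pin tool; 48 hr, 37 C, 5% CO2; Hoechst 40 min; imager read of total nuclear intensity, ex 405/em 500-530 nm.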
IL-1B inflam inh: qHTS for Inhibitors of Inflammasome Signaling: IL-1-beta AlphaLISA Primary Screen; THP-1 LPS/ATP IL-1B secretion, AlphaLISA, 16 h; active compounds read low; activity change, % at 57.5 µM; hit rate 4.7% among 360,000; AID 743279, 2014; in the data active = activity change below about -50%; inconclusive = mostly about -30% to -49%; note: % is set by controls: 0 for no effect and ±100 for the full control effect
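Secreted IL-1B measured by AlphaLISA bead assay after 16 h compound exposure of THP-1 cells; compounds (final up to 57.5 uM) added 1 h before LPS (250 ng/mL) and ATP (1.25 mM) stimulation; lower signal means less secretion.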
GLP1R cytotox: qHTS of GLP-1 Receptor Inverse Agonists: Cytotox Screen. hit rate 0.13% among 410,000. HEK293 cAMP-luciferase reporter cells, luminescence, 24 h. Potency, µM (top dose mostly 38.3 µM), without a hit: at the highest dose activity change, negative = inhibition, actives largely listed as inhibitors;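 note: loss of luciferase light is scored as toxicity; potency is the fitted concentration of half-maximal effect; % is set by controls: 0 for no effect and ±100 for the full control effect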
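Seeding density was 200 cells/uL; after overnight-length (12 h) culture, 23 nL compounds went on for 24 h at 37 °C. Readout used a luciferase detection reagent, luminescence taken after 12 min at room temperature.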
KB-V1 MDR tox: qHTS assay for MDR1-selective chemotherapeutics: Primary screen using the drug-selected MDR subline cells KB-V1; KB-V1 MDR cells viability, CellTiter-Glo, 72 h; AID 1347076, 2019; Potency, µM (top dose mostly 46.1 µM), for the others: at the highest dose activity change, negative = cytotoxicity, usual class: cytotoxic; hit rate 3.4% among 400,000; note: potency is the fitted concentration of half-maximal effect; % is set by controls: 0 for no effect and ±100 for the full control effect; nearly all actives have a fitted effect of over 60% in size
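Cells of the MDR subline KB-V1 are plated, dosed with compound at multiple concentrations, and incubated 72 h at 37 degrees C; CellTiter-Glo is then added and luminescence read after 10 min.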
The depositor's hits bear a star; u = inconclusive; x = no result given; & = joins results of further samples; [ ] = dose if it differs, or a comment. Unless noted, calls come from the whole dose curve; as a rule, active = well fitted curve in the direction sought with a large enough effect; inconclusive = small, poorly fitted or top-dose-only effect, or another doubt; inactive = no such curve, though single readings can be large; an effect the other way counts as inactive or inconclusive.

Each structure is followed by: KB-V1 MDR tox	MCF10A rereplic	SW480 rerep	IL-1B inflam inh	HT1080 IDH1KD tx	DRD3 agonist	HT1080NT lethal	KB-3-1 cytotox	GLP1R cytotox
CSCC[C@H](NS(=O)(=O)c1ccc(C)cc1)C(=O)N1CCC(C(=O)N[C@@H](Cc2ccc(O)cc2)C(=O)O)CC1
→ -19%	u	-38%	1	-1%	-10	3%	0%	1%
CCOC(=O)c1ccc(NC(=O)N2CCN(c3cccc(OC)c3)CC2)cc1
→ u	3%	1%	0	12%	5	-4%	5%	17%
CCc1cc(=O)oc2cc(C)cc(OC(C)C(=O)O)c12 (stereo not drawn)
→ -12%	-1%	-2%	14	2%	-20	0%	1%	2%
Cn1nc(-c2ccccc2)cc1NC(=O)c1ccccc1
→ 13%	-12%	-3%	-9	1%	6	-14%	-1%	-19%
CC(=O)c1ccc2noc(-c3cccc(C)c3)c2c1
→ 0%	0%	-1%	-18	12%	11	-7%	13%	-1%
Cc1cccc(Nc2nc(-c3ccccn3)cs2)n1
→ 0.52µM*	21%	u	41	0.35µM*	-41	0.32µM*	9.2µM*	-51%
O=C(Cc1cc(=O)[nH][nH]1)N/N=C/C=C/c1ccccc1
→ 20%	u	18%	u	-9%	-10	-9%	-7%	5%
Clc1cccc(-c2csc(-c3nc(-c4ccc(Br)s4)cs3)n2)c1
→ 21%	x	x	x	x	2	x	4%	3%
Cc1nn(C)c2ncc(C(N)=O)c(Oc3cccnc3)c12
→ 23%	1%	-1%	0	11%	-8	3%	-3%	12%
c1ccc(CN2CCN(c3nc(NCc4ccco4)c4ccccc4n3)CC2)cc1
→ 3.7µM*	u	u	-64*	u	-13	-24%	u	u
Cc1nc2ccc(N=NC3=C(O)CCCC3=O)cc2s1
→ 13%	-1%	-6%	7	10%	-5	15%	3%	-14%
COCCNC(=O)c1csc(Nc2cccc3ccccc23)n1
→ -19%	7%	-11%	16	3%	1	u	10%	6%
CC(C)CCOC(=O)C(C)Sc1n[nH]c(=O)[nH]c1=O (stereo not drawn)
→ 16%	-4%	-9%	29	-1%	-8	4%	2%	7%
COc1ccc(-c2cn3cc(C)ccc3n2)cc1F
→ u	24%	u	-12	-2%	-5	-9%	0%	-14%
CCOc1ccc(CN2CCc3nc(N4CCN(c5ccccc5OC)CC4)ncc3C2)cc1OC
→ u	x	x	x	x	-2	x	u	2%
Cc1cc(-c2ccc(Cl)cc2)c(C#N)c(N)n1
→ 15%	-5%	-9%	14	-4%	8	-15%	6%	-16%
COc1ccc(CCNC(=O)CSc2ccc(-c3cccs3)nn2)cc1OC
→ u	6%	3%	-9	-1%	-2	-2%	-10%	15%
CC1Cc2cc(/C(O)=C3/C(=O)C(=O)N(CCN4CCOCC4)C3c3ccc([N+](=O)[O-])cc3)ccc2O1 (stereo not drawn)
→ 0%	20%	u	4	22%	-19	6%	3%	-5%
Cc1cc2ncn(CCOc3ccccc3)c2cc1C
→ 23µM*	19%	-60%[inhibitor]	-9	-17%	-14	-7%	-23%	13%
O=C(CSc1nnc(-c2cccnc2)o1)NNC(=O)c1ccc(Br)cc1
→ u	1%	-10%	16	8%	16	13%	23%	-3%
CCNC(=S)N1CCc2ccccc2C1
→ 14%	5%	-7%	14	-1%	0	16%	-5%	3%[7.66 µM]
COc1cccc(Cn2c(=S)[nH]c3ccc(N4CCOCC4)cc3c2=O)c1
→ 3.7µM*	u	u	24	-22%	-1	-23%	-3%	45%[activator]
Cc1cc(C)c2c(=O)[nH]n(C3CCOC(C)(C)C3)c2n1 (stereo not drawn)
→ -18%	-1%	-3%	14	-3%	0	0%	-14%	7%
CCOC(=O)C1CCN(C(=O)c2ccc3c(=O)n4nc(Nc5ccccc5OC)sc4nc3c2)CC1
→ 0%	x	x	-52*	-11%	-6	-14%	11%	1%
CCOC(=O)C1=C(C)N(C)C(=O)NC1c1cccc(O)c1 (stereo not drawn)
→ 0%	0%	1%	7	-11%	-10	-7%	-11%	3%
CCCOc1ccc(C(=O)NNC(=O)CCNC(=O)c2ccccc2Cl)cc1OC
→ 17%	1%	-97%[inhibitor]	3	-4%	-25	-12%	-12%	15%
Cc1ccccc1-c1cccc([C@@H]2C[C@H]3[C@H](CON3C)CN2S(=O)(=O)c2ccccc2C)c1
→ 0%	-3%	2%	-12	-2%	13	-10%	0%	2%
CN(CC(=O)NCCc1ccc(S(N)(=O)=O)cc1)CC(=O)Nc1ccc(F)c(F)c1F
→ 20%	-23%	-18%	1	16%	-4	22%	-2%	-3%
Nc1cc(OCc2ccccc2)ccc1OCc1ccccc1
→ 16%	10%	1%	-9	-1%	4	0%	1%	-20%
O=C1C2C3C=CC(C3)C2C(=O)N1c1ccc(Cc2ccncc2)cc1 (stereo not drawn)
→ -14%	17%	13%	17	u	2	-6%	-9%	15%

Next part; the last 2 above are carried over.
Each structure is followed by: KB-V1 MDR tox	MCF10A rereplic	SW480 rerep	IL-1B inflam inh	HT1080 IDH1KD tx	DRD3 agonist	HT1080NT lethal	KB-3-1 cytotox	GLP1R cytotox
Nc1cc(OCc2ccccc2)ccc1OCc1ccccc1
→ 16%	10%	1%	-9	-1%	4	0%	1%	-20%
O=C1C2C3C=CC(C3)C2C(=O)N1c1ccc(Cc2ccncc2)cc1 (stereo not drawn)
→ -14%	17%	13%	17	u	2	-6%	-9%	15%
COc1ccc(-c2nc3cc(C)c(Br)c(C)n3c2CC2CCCCC2)cc1OC
→ 0%	x	x	17	u	8	u	-3%	14%
O=C1N/C(=C\c2ccsc2)C(=O)N1Cc1ccc(F)cc1
→ 1%	4%	0%	4	-8%	-9	-3%	4%	17%
CCCOc1ccc(N2C(=O)CC(N3CCC(C(=O)OCC)CC3)C2=O)cc1 (stereo not drawn)
→ 0%	15µM*	2%	20	-4%	-2	-1%	-3%	1%
CN(/C(=N\S(=O)(=O)c1ccccc1)c1ccccc1)c1ccc(O)cc1
→ 9%	-7%	4%	31	12%	-1	15%	6%	-10%
CCc1c(C)nc2ncnn2c1N1CCC(C(=O)Nc2ccc(C)cc2)CC1
→ 0%	-4%	5%	-8	u	-10	u	-16%	-9%
CCOc1c(Cl)cc(C2NC(=O)NC(C)=C2C(=O)NCc2ccccc2)cc1OC (stereo not drawn)
→ -1%	6%	1%	32	-1%	4	7%	10%	-13%
CCc1ccc(-c2ccc(SCC(=O)NCC3CCCO3)nn2)cc1 (stereo not drawn)
→ u	0%	-2%	-4	-11%	5	-14%	-9%	-2%[0.307 µM]
CC(C)=CCC/C(C)=C/CC/C(C)=C/CC/C(C)=C/CC1=C(C)C(=O)c2ccccc2C1=O
→ -9%	2%	-14%	0	-20%	13&2&1	-6%	0%	-7%
COc1ccc(C(CNC(=O)C(CCSC)NC(=O)c2ccccc2Cl)N2CCOCC2)cc1 (stereo not drawn)
→ 0%	-1%	u	3	-5%	-3	-1%	-5%	-3%
Cc1cccc(NC(=O)CCS(=O)(=O)c2ccc3c(c2)NC(=O)CS3)n1
→ u	0%	24%	11	19%	-15	15%	17%	-2%
CCOc1cc(NS(C)(=O)=O)c(OCC)cc1NC(=O)c1cccs1
→ 9.2µM*	6%	1%	-10	6%	20	4%	u	-27%
O=C(CCNC(=O)Cn1ccc2ccccc2c1=O)NCc1ccc(F)cc1Cl
→ u	0%	-1%	2	7%	3	6%	0%	3%
Fc1ccc(-c2cc(-c3cccs3)cc(-c3ccccc3)n2)cc1
→ -2%	7%	u	7	7%	-5	5%	3%	5%
COc1cccc(C2C(C(N)=O)=C(C)Nc3nc(CCCO)nn32)c1OC (stereo not drawn)
→ -3%	1%	0%	22	5%	2	4%	4%	-6%
Cn1c(=O)c2c(nc(Cc3ccccc3)n2C)n(C)c1=O
→ u	-4%	10%	6	11%	3	22%	2%	-2%
COc1cc(C(=O)OCc2ccc(C)cc2)cc(NC(=O)c2cccs2)c1OC
→ u	23µM*	u	0	16%	30	22%	-9%	-1%
CC1CCC(CN2CCN=C2N(C)C)CC1 (stereo not drawn)
→ 12%	2%	-3%	8	-1%	-13	21%	-14%	13%
COc1ccc(CN(C)C[C@H]2OCc3cnnn3CCCC(=O)N([C@H](C)CO)C[C@@H]2C)cc1
→ u	x	x	11	1%	2	3%	3%	4%
Clc1ccc(CN2CCN(c3ncccn3)CC2)cc1Cl
→ -26%	16%	26%	-9	-15%	6	-19%	-17%	2%
O=C(CSc1nnc(-c2ccc(Cl)cc2)n1CC1CCCO1)NC1CCS(=O)(=O)C1 (stereo not drawn)
→ -17%	1.2µM*	u	5	-12%	0	-5%	4%	23%
O=[N+]([O-])c1ccc(Cl)c(/C=N/N2CCN(C3c4ccccc4-c4ccccc43)CC2)c1
→ -5%	-1%	-5%	13	-2%	2	3%	11%	13%
COC(=O)/C=C(\C)NC(=O)c1cccs1
→ u	3%	-6%	0	-20%	0	8%[9.24 µM]	5%	-6%
O=C(Cn1ccc2ccccc2c1=O)NCC(=O)N1CCCCC1
→ 7%	-8%	-7%	-2	6%	-1	5%	-8%	-9%
CCOc1ccc(S(=O)(=O)N2CCN(C(=O)c3ccc(-n4cncn4)c([N+](=O)[O-])c3)CC2)cc1
→ -26%	-2%	-1%	-7	-1%	5	-1%	-8%	6%
COc1ccc(NC(=O)c2ccc(S(=O)(=O)N3CCOCC3)cc2)c(OC)c1
→ -1%	7%	1%	6	1%	1	0%	6%	-21%

Compound activity: PubChem, National Center for Advancing Translational Sciences (NCATS)
